Source: PubChem BioAssay
Myeloid diff 2: myeloid differentiation induction | 360,000 tested, 1% active | calls only at 10 µM | ER-HoxA9 myeloid progenitors, lysozyme-GFP differentiation, flow cytometry;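 active means normalized GFP-positive differentiation at or above the plate's own cutoff, the solvent-only control mean plus 3 SD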;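 further: cells exposed to compound for four days before flow analysis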
NOD1 NF-kB reporter: inhibition of NOD1-driven NF-kB reporter – cell-based, luminescence, uHTS, primary screen (AID 1578). NOD1-driven NF-kB luciferase reporter cells, luminescence; higher % means a stronger effect. inhibition, % at 4 µM, or EC50 in µM where a hit was titrated. 290,000 tested, 1% active; in the data active means inhibition mostly above about 36%, no sharp cut-off; inactive means mostly below about 34%;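 further: HEK-293T reporter cells stimulated with the NOD1 agonist gamma-tri-DAP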
HIV fusion peptide: cell-free HIV fusion peptide-binding blockers – biochemical, uHTS, fluorescence dequenching, primary screen (AID 1986). cell-free peptide binding, fluorescence dequenching, 30 min; higher % means a stronger effect. inhibition, % at 20 µM, or IC50 in µM where a hit was titrated. 290,000 tested, 0.3% active; in the data active means inhibition mostly above about 52%, no sharp cut-off; inactive means mostly below about 76%; further: some results filed as inactive read as strong as hits
LYP inhibition: inhibitors of LYP phosphatase, biochemical, fluorescence intensity, uHTS (AID 1779) | inhibition, % at 11.5 µM, or IC50 in µM where a hit was titrated | recombinant LYP phosphatase, fluorescence intensity; higher % means a stronger effect | 290,000 tested, 0.054% active;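 further: plate controls were vehicle with enzyme for no effect and no enzyme for full effect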
PhoP inhibition: PhoP-dependent GFP reporter repression – Salmonella Typhimurium, primary screen (AID 1863) | 300,000 tested, 0.16% active | S. Typhimurium PhoP-regulated promoter GFP reporter, 4 h; higher % means a stronger effect | one-dose inhibition, % at 50 µM; IC50 in µM for titrated hits;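 active means inhibition over 29.93%, a cutoff 3 SD above the screen mean, later confirmed by dose response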;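 further: 0% = low Mg2+ inducing control and 100% = high Mg2+ repressing control; strong numbers were not always called active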
KOR beta-arrestin-1: KOR antagonists, beta-arrestin recruitment, cell-based, luminescence, uHTS (AID 1778) | 290,000 tested, 0.091% active | KOR beta-arrestin recruitment, luminescence, antagonist mode; higher % means a stronger effect | inhibition, % at 10 µM; hits with a dose series show IC50 in µM; further: strong numbers were not always called active
NOD2 inhibition: inhibition of NOD2-driven NF-kB reporter – cell-based, luminescence, uHTS, HEK293 (AID 1566); 290,000 tested, 0.63% active; inhibition, % at 4 µM; hits with a dose series show EC50 in µM; HEK293 NOD2/NF-kB luciferase reporter, luminescence; higher % means a stronger effect; further: many of its hits are not listed in these tables
SIAH1 antagonists: blockers of Siah-1 interaction with plectin peptide – biochemical, fluorescence polarization, rhodamine-plectin, uHTS, primary screen (AID 1817) | Siah-1 / rhodamine-plectin peptide fluorescence polarization; higher % means a stronger effect | one-dose displacement, % at 20 µM; IC50 in µM for titrated hits | 290,000 tested, 0.02% active;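 active means displacement of at least 50% at 20 µM, with a fluorescence ratio check between 0.3 and a set limit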;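 further: plate controls were Siah plus tracer with DMSO for no effect and tracer alone without Siah for full effect; strong numbers were not always called active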
KOR beta-arrestin-2: kappa opioid receptor activators – cell-based, luminescence, uHTS, primary screen (AID 1777); KOR beta-arrestin recruitment, luminescence; higher % means a stronger effect; activation, % at 10 µM, or EC50 in µM where a hit was titrated; 280,000 tested, 0.02% active; in the data active means activation above about 50%, passing the limit was not always enough; further: a part of the inactive calls stands beside numbers as strong as those of hits
Myeloid diff 2 GFP+ MAC1+ %: also measured in Myeloid diff 2; calls as there; GFP+ MAC1+ double positive, %; measured here: differentiation confirmed by MAC1 staining
* marks the source's active call; other numbers are inactive results; i = inactive; x = not tested or not shown; + = active, no number; [ ] = dose if it differs, or a comment. Unless noted, no stated cut-off is given here; in the data, active means inhibition above about 50%; inactive means the rest. Some of the compounds tested; count on the stated rates, not on these rows.

SMILES | Myeloid diff 2 | Myeloid diff 2 GFP+ MAC1+ % | NOD1 NF-kB reporter | HIV fusion peptide | LYP inhibition | PhoP inhibition | KOR beta-arrestin-1 | NOD2 inhibition | SIAH1 antagonists | KOR beta-arrestin-2
Cc1nn(-c2ccccc2)c(Cl)c1/C=N/Nc1nncc(=O)[nH]1 | i | 0.4 | -12% | -1.4% | -4% | 1% | 10% | 5% | 13% | 4.5%
CC(C)(C)c1nnc(N/N=C/c2ccc(O)cc2)n(N)c1=O | i | 0.8 | -18% | -2.2% | -2% | 9% | 26% | 8% | 18% | 8.2%
CC(=O)/C(=N\Nc1ccc(Cl)cc1)Sc1nnc(-c2ccccc2)n1-c1ccccc1 | i | 0.6 | -32% | -1.6% | -2% | -8% | 15% | 14% | 11% | 0.2%
O=C(Nc1ccc2c(c1)C(=O)NC2=O)c1cc(Cl)ccc1Cl | i | 0.7 | -22% | 1.1% | -8% | x | -32%[20 µM] | -18% | -1% | -3.3%
CC(C)N(Cc1nc2ccccc2[nH]1)C(C)C | i | 7.3 | -16% | 3.9% | -1% | 0% | 22% | 10% | -3% | -1.5%
Cc1cc2oc(=O)cc(CN3CCN(S(=O)(=O)/C=C/c4ccccc4)CC3)c2cc1C | i | 0.3 | -34% | 1.4% | 3% | -7% | -3% | 12% | 5% | 9.2%
CCOc1ccccc1NC(=O)CCCc1ccc(OC)c(C)c1 | i | 0.7 | -6% | -0.8% | -10% | 16% | -2% | 13% | -5% | -2.7%
NC(=O)CSc1nc2cc3c(cc2c(=O)n1CCCC(=O)NCc1ccc2c(c1)OCO2)OCO3 | i | 1.0 | 5% | 0.1% | -6% | 21% | 4% | 22% | 10% | -1.6%
C/C(=N/NC(=O)CNC(=O)c1ccccc1)c1ccc(C)cc1 | i | 0.2 | -14% | 2.7% | -4% | -4% | 26% | 7% | 6% | -7.1%
CCN(CC)C(=O)c1sc(NC(=O)c2c(OC)cccc2OC)c(C#N)c1C | i | 0.5 | -44% | 2.9% | -4% | -11% | -26% | 16% | 5% | -3.9%
O=C1N/C(=N/O)S/C1=C/c1cccnc1 | i | 0.6 | -18% | -2.0% | -3% | 6% | -65%[20 µM] | -24% | 0% | 1.2%
CCOc1ccc(NC2=CC(=O)CC(c3ccco3)C2)cc1 (stereo not given) | i | 0.2 | -29% | 6.2% | -5% | -9% | -2%[20 µM] | -4% | 1% | -7.8%
COc1ccc(Cn2c(=O)oc3ccc(C)cc32)cc1OC | + | 3.2* | 25% | -1.4% | -3% | 2% | -14% | 26% | 2% | -1.8%
CCC(CC)C(=O)Nc1nnc(S(=O)(=O)N2CCCc3ccccc32)s1 | i | 1.5 | -12% | 1.1% | 1% | x | -18%[20 µM] | -4% | 1% | -1.0%
Cc1cc2nc(/C(C#N)=C\c3ccc(-c4ccccc4C(=O)O)o3)[nH]c2cc1C | i | 5.5 | -31% | 135% | -6% | -2% | -16%[20 µM] | 13% | -6% | -4.7%
COCCN(C(C)=O)c1nnc(-c2ccccn2)s1 | i | 1.8 | -20% | -0.6% | -5% | -6% | 37% | -7% | 7% | 0.6%
Cc1ccc(S(=O)(=O)N(C)Cc2nc(-c3ccccn3)no2)cc1 | i | 2.9 | -13% | 1.1% | -5% | 7% | 5% | 10% | -1% | -2.5%
O=C(Nc1cccc(Cl)c1)c1csc(-c2ccccc2)n1 | i | 1.4 | -5% | 1.0% | 0% | -2% | -31% | -9% | -4% | 2.1%
O=C(/C=C/c1ccc(Br)o1)Nc1nnc(C2CC2)s1 | x | x | -8% | 14% | -1% | -9% | 10% | -16% | 33% | 0.5%
NC(=O)c1c(NC(=O)c2c(F)cccc2F)sc2c1CCN(Cc1ccccc1)C2 | i | 4.1 | -15% | 10% | -7% | x | -35%[20 µM] | -6% | 1% | 3.4%
COc1cc(NC(=O)c2ccc(S(=O)(=O)N(C)C)cc2)cc(OC)c1OC | i | 2.3 | -15% | -1.1% | -5% | 3% | 15% | 20% | 0% | 2.9%
CCC(=O)N(C)CCc1cc2c(c(OC)c1/C=N/NC(=O)[C@H]1C[C@@H]1c1ccccc1)OCO2 | i | 0.4 | -8% | -2.4% | 0% | -5% | 11% | -2% | 3% | 0.4%
Cc1ccc(-n2ccc(=O)c(C(=O)Nc3ccc(S(=O)(=O)Nc4nccs4)cc3)n2)cc1 | i | 0.0 | 6% | 11% | -9% | -6% | -26% | -7% | 12% | 5.5%
O=C1N=C(c2ccccc2)C(c2ccccc2)N1 (stereo not given) | i | 2.6 | -13% | 1.5% | -8% | 3% | -6% | 5% | 0% | 2.1%
O=C(O)C#Cc1cccc2ccccc12 | i | 0.2 | 9% | 1.9% | -13% | -2% | 24% | -60% | -1% | -1.0%
COc1ccc(/C=N/NC(=O)CN(CCc2ccccc2)S(=O)(=O)c2ccc(NC(C)=O)cc2)cc1OC | i | 0.6 | -10% | 0.2% | 4% | 1% | 24% | 7% | 2% | 2.5%
CCOc1cc(S(=O)(=O)NC2CCCCCC2)ccc1F | i | 1.0 | 14% | -1.2% | -10% | 8% | -6% | 13% | -3% | -2.1%
COc1ccc(Cl)cc1NC(=O)CN(C)CC(=O)Nc1ccc(S(N)(=O)=O)cc1 | i | 3.1 | 8% | 3.2% | -10% | 5% | -72% | 20% | 0% | -1.0%
O=C(O)c1cc2ccc3cccc4ccc(c1)c2c34 | i | 0.6 | -9% | 8.7% | -10% | 7% | -5% | -25% | 10% | -5.7%
Cc1cc(-c2nc3ncccc3o2)ccc1NC(=O)CC(C)C | i | 2.1 | -25% | 0.2% | -11% | 3% | 6% | 1% | 5% | -1.1%
CC(=O)OC1COC(OC2C(O)C(C)OC(OC3C(OC4CCC5(C)C(CCC6(C)C5CC=C5C7CC(C)(C)CCC7(C(=O)O)CCC56C)C4(C)CO)OCC(O)C3O)C2O)C(O)C1OC(C)=O (stereo not given) | x | x | -1% | 6.8% | 10% | -11% | -17% | 18% | -4% | 1.1%
COc1ccc(C2OC(=O)c3ccccc3S2)cc1 (stereo not given) | i | 1.3 | -4% | 2.6% | -3% | 9% | 24% | -2% | 6% | 11%
CS/C(=C\[N+](=O)[O-])Nc1ccc(Cl)cc1 | i | 0.7 | -22% | -1.5% | -6% | -5% | -48% | -34% | 0% | -2.0%
O=S(=O)(c1ccccc1)N1CCN(S(=O)(=O)c2ccccc2)C1 | i | 0.9 | 19% | 0.6% | -3% | 1% | -23% | -2% | -9% | 2.9%
CCCCOc1ccc(NC(=O)c2cc(F)c(F)cc2Cl)cc1 | i | 1.3 | -24% | 0.5% | -3% | -2% | -1% | 0% | -6% | 1.6%
O=C1NCCN1Cc1ccccc1 | i | 6.4 | -16% | -2.5% | -7% | -9% | 1% | -1% | 2% | -1.1%
CCn1c2ccccc2c2c3ncc4cccn4c3ccc21 | + | 28* | 2% | 75% | 5% | -5% | 13% | 7% | 7% | 0.5%
O=C(Nc1ccc(F)c(F)c1)c1ccccc1-c1ccccc1 | i | 0.5 | 3% | 1.4% | -8% | -7% | -5% | 0% | -4% | -2.1%
CCN1CN(Cc2ccco2)CNC1=S | i | 0.1 | -16% | 0.1% | -3% | 9% | -32% | 2% | -3% | 1.6%
CCC(CC)C(=O)c1c[nH]c(C(=O)NCc2ccccc2OC)c1 | i | 0.6 | -5% | -1.2% | -6% | 3% | 27% | 16% | 5% | 0.3%
c1ccc(-c2ccc(OCCCNC3CCCC3)cc2)cc1 | i | 0.2 | -13% | -1.1% | -7% | 5% | -103%[20 µM] | -30% | -3% | 0.4%
S=C(NCc1ccc(Cl)cc1Cl)NC1CCCCC1 | i | 0.8 | 3% | -1.4% | 68%* | -2% | -77% | -23% | -3% | 2.3%
CN(C)[C@@H](CO)c1nnc([C@H](CCC(=O)O)NC(=O)C2CCNCC2)o1 | i | 1.7 | -16% | 2.2% | -5% | 2% | 3% | 12% | 5% | 0.6%
Cc1ccnc2nc(C(=O)Nc3cc(Cl)ccc3N3CCOCC3)nn12 | i | 0.6 | 7% | -2.2% | -3% | -10% | -21% | 13% | -3% | 4.4%
CCc1cccc2c(C(=O)C(NCCCOC)c3ccccc3)c[nH]c12 (stereo not given) | i | 0.7 | -27% | -1.3% | -10% | 6% | -24% | 21% | -3% | -3.5%
COc1ccc(C(C(=O)NC2CCCC2)N(Cc2ccccc2)C(=O)c2snc(C(N)=O)c2N)cc1OC (stereo not given) | i | 0.7 | -2% | -0.8% | -5% | 0% | -5% | -13% | 0% | 7.1%
CCCCSc1nnc2c(n1)[nH]c1ccccc12 | i | 0.9 | -27% | -0.9% | -4% | 17% | -13% | -78% | 14% | -0.3%
CCOC(=O)/C(=N/Nc1ccccc1)N1CCCc2ccccc21 | i | 0.1 | 90%* | -5.6% | -1% | -9% | -28% | -78% | -13% | 3.5%
CN(C)S(=O)(=O)c1cccc(C(=O)Nc2ccc(N3CCOCC3)cc2)c1 | i | 0.3 | -2% | -1.7% | -4% | 3% | 37% | 4% | 10% | -1.1%
CCCN1CCC(NC(=O)C2CCCCC2C(=O)O)CC1 (stereo not given) | i | 0.6 | -5% | 0.0% | 1% | -5% | 8% | 7% | -1% | -4.2%
CN1CCN(CCCNC(=O)c2ccc(/C=C3/Sc4ccccc4N(Cc4cccc(Cl)c4)C3=O)cc2)CC1 | + | 0.4* | -13% | 4.5% | -32% | -8% | 1% | 7% | 2% | 0.3%
CCOc1ccc(CN2CCN(CCCn3cccn3)CC2CCO)cc1 (stereo not given) | i | 0.8 | 30% | 0.4% | -5% | -1% | -9% | -7% | -4% | 11%
CCn1cc(C(=O)N[C@@H](CCSC)C(=O)NCCCn2ccnc2)c(=O)c2cc3c(cc21)OCO3 | i | 1.4 | -18% | -0.6% | -9% | -3% | -19% | -5% | -2% | 4.8%
C1=C(CCNCC2CCCCC2)CCCC1 | i | 5.0 | -26% | 2.1% | -4% | 25% | 26% | -45% | -1% | 4.6%
NS(=O)(=O)c1ccc(CCNC(=O)CSc2ccc([N+](=O)[O-])cc2)cc1 | i | 3.6 | -30% | -1.3% | -6% | 3% | -20% | -1% | -2% | 7.4%
Cc1cc(C)n(C2CC(=O)N(c3ccccc3)C2=O)n1 (stereo not given) | i | 9.4 | -34% | 0.4% | 0% | 5% | 10% | 0% | 14% | 12%

Individual results from the entries so far.
In SIAH1 antagonists, C1=C(CCNCC2CCCCC2)CCCC1 is listed with -1%
In NOD2 inhibition, Cc1cc(-c2nc3ncccc3o2)ccc1NC(=O)CC(C)C is listed with 1%
In NOD2 inhibition, O=C1N=C(c2ccccc2)C(c2ccccc2)N1 (stereo not given) is listed with 5%
